Peg3 promoter – Peg3 promoter-driven luciferase inhibitors, primary screen, cell-based, HeLa, luciferase luminescence; HeLa PEG-Prom luciferase reporter, overnight; 1.7% of 360,000 active; inhibition, % at 20 µM;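 active means inhibition of at least 50% at 20 µM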
NR2E3 ag-1 – inhibitors of NR2E3-RetCOR corepressor binding, primary screen, NR2E3 agonist project, biochemical, TR-FRET, GST-NR2E3, biotin-RetCOR; Photoreceptor-specific nuclear receptor (Homo sapiens), Q9Y5X4; 1536-well; inhibition of corepressor binding, % at 4.78 µM; 0.12% of 320,000 active; AID 2300, 2010;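 active means percent inhibition above the cutoff of mean plus 3 SD of all tested compounds, set per screening campaign, cut at about 20% in these data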;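 further: 0% = DMSO wells and 100% = biotin wells as full block of FRET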
Target sequence (Q9Y5X4 whole entry, looked up): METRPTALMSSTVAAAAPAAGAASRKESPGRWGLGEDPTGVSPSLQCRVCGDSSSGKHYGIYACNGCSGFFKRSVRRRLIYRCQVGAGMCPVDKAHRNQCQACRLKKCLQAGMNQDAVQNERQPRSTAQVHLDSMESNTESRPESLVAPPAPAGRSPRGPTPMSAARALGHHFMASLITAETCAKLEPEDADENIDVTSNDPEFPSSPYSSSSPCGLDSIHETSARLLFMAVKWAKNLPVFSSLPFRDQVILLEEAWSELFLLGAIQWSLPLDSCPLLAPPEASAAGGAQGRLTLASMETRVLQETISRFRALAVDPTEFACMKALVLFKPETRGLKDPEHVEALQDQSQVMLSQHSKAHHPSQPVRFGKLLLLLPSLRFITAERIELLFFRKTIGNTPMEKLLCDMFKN
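system = GST-tagged NR2E3 plus biotinylated RetCOR corepressor | input = 1.35 nM GST-NR2E3 | also added = 7 nM biotin-RetCOR | schedule = 5 h incubation at 4 °C | measured by = TR-FRET with europium anti-GST and streptavidin-D2, 340 nm excitation | read-out = percent loss of FRET ratio relative to control wells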
HIF-2a inh – HIF-2a reporter inhibitors, primary screen, luminescence, 786-0 RCC cells; inhibition, % at 18.8 µM; 786-0 RCC cells HIF-2a reporter, luciferase luminescence, overnight; 0.72% of 360,000 active;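 active means inhibition of the luminescence signal of 40% or more relative to plate controls, in a single-dose primary screen at 18.75 µM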
NR2E3 ag-2 – NR2E3 agonists in two-hybrid cells, primary screen, cell-based, luminescence, CHO-S, Gal4-NCOR/VP16-NR2E3; Photoreceptor-specific nuclear receptor (Homo sapiens), Q9Y5X4; luciferase; inhibition of corepressor binding, % at 3.98 µM; 0.35% of 360,000 active; AID 602229, 2012;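 active means inhibition above the mean of all tested compounds plus 3 SD, cut at about 70% in these data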;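 further: 0% = DMSO with NR2E3 transfected cells and 100% = cells lacking NR2E3 construct; higher means lower luciferase signal from less NR2E3 corepressor binding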
CaV13 ICDI inh – Disruptors of the CACNA1D IQ motif to Ca2+-dependent inactivation inhibitor domain association, primary screening, Förster resonance energy transfer in intact living … | HEK cells, CFP/YFP FRET ICDI-IQ, plate reader, 10 min; percent FRET-ratio fall versus neutral wells | inhibition, % at 12.3 µM | 0.098% of 340,000 active;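 active means mean replicate inhibition of at least 30% and at least 1% of replicates passing that level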;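 further: 0% = median of the neutral control wells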
KKLEB tox – cytotoxicity in KKLEB CF airway cells, primary screen, cytotoxicity control for CF NF-kB inhibitor project, cell-based, uHTS, fluorescence assay plates; KKLEB CF airway cells viability, ATPlite luminescence, overnight; hits give low values; cells stimulated with P. aeruginosa culture filtrate; activity change (cytotoxicity), % at 5 µM; 0.36% of 360,000 active; AID 602141, 2011;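 active means corrected activity change at or below -50% at 5 µM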
Shn3 3UTR inh – reduction of Shn3 3'UTR firefly luciferase signal, primary screen, Schnurri-3 inhibitor project, cell-based, Clone20 osteoblasts, set 2 | 0.52% of 360,000 active | Clone20 osteoblast Shn3 3'UTR firefly luciferase, 24 h | inhibition, % at 12.5 µM;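 active means mean inhibition of at least 75% with every replicate also reaching 75%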;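 further: 0% = median of neutral control wells and 100% = pilot-screen positive control compound; some compounds past the cut are filed as inactive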
MITF TRPM1 inh – inhibitors of MITF-dependent TRPM1 promoter reporter, primary screen, cell-based, SK-MEL-5, single point, luciferase. SK-MEL-5 TRPM1 promoter luciferase, 24 h. inhibition, % at 12.5 µM. 0.83% of 330,000 active. AID 488899, 2010;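 active means mean inhibition across replicates of 60% or more, whatever share of single replicates reaches that level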; further: values of inactives mirror those of a sister screen read the other way
PDI turbidity – inhibitors of human PDI, primary screen, biochemical, turbidity, single point, plate reader; Protein disulfide-isomerase (Homo sapiens), P07237; PDI insulin aggregation turbidity, A650, 90 min; inhibition, % at 10 µM; 0.052% of 350,000 active; AID 588391, 2011;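 active means mean inhibition across replicates of 30% or more, whatever share of single replicates reach that level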;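 further: absorbance from insulin aggregation driven by PDI reduction with DTT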
Target sequence (P07237 whole entry, looked up): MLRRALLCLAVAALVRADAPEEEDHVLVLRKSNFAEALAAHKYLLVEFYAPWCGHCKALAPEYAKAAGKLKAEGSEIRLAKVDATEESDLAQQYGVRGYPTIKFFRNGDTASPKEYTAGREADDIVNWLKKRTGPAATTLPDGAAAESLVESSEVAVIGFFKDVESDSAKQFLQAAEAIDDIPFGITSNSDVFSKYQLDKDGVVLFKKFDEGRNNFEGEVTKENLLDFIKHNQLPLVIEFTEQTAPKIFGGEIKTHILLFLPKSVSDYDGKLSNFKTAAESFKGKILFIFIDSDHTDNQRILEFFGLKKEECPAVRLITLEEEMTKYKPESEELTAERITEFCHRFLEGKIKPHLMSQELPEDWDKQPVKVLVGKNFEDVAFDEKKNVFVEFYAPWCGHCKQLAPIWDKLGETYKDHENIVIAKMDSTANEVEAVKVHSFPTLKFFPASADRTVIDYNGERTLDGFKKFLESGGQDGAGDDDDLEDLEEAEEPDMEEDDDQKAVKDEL
CF NFkB block – inhibitors of PAF-induced NF-kB signaling, primary screen, cell-based, GFP fluorescence, uHTS | KKLEB NF-kB-GFP reporter, GFP fluorescence overnight | inhibition, % at 5 µM | 0.86% of 360,000 active | AID 588850, 2011;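 active means at least 50% inhibition at 5 µM, scaled per plate between neutral and stimulator controls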;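 further: PAF is a Pseudomonas aeruginosa culture filtrate used as stimulus; plate controls were PAF-stimulated DMSO wells for no effect and unstimulated DMSO wells for full effect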
Vif inh – HIV Vif self-association inhibitors, primary screen, imaging, HEK293T, single point. HEK293T cells, Vif self-association by quenched fluorescence, 24 h. 0.35% of 340,000 active. inhibition, % at 7.49 µM; in the data active means inhibition above about 50%, passing the limit was not always enough; further: some results filed as inactive read as strong as hits
Starred values were filed as active, the others as inactive; · = not tested or not shown.

[1] CC(=O)c1cccc(NC(=O)C2CCCN(S(=O)(=O)c3ccc(F)cc3)C2)c1 (configuration not stated)
[2] Cc1ccc2c(c1)N(CCCC(=O)NCC1COc3ccccc3O1)C(=O)CO2 (configuration not stated)
[3] CC(C)c1ccc(/C=C2\CC/C(=C\C=N\N(C)C)C2=O)cc1
[4] Cc1cccc(-c2nnc(SCC(=O)NC3CCCC3)o2)c1
[5] CCOC(=O)C1CCCN(Cc2cc(Br)ccc2OC)C1 (configuration not stated)
[6] O=C(NCCc1ccc(Cl)cc1)c1ccc2c(c1)OCO2
[7] COc1ccc(-c2cnc(N)nc2-c2ccc(OCc3ccccc3)cc2O)cc1
[8] CC(C)(C)n1nnnc1C(c1cccs1)N(Cc1cccnc1)CC1CCCO1 (configuration not stated)

Screen / compound no.	1	2	3	4	5	6	7	8
Peg3 promoter	16	-7	-132	-61	9	-384	0	18
NR2E3 ag-1	5	-1	-2	·	-1	3	1	3
HIF-2a inh	36	-10	24	-28	15	-216	10	2
NR2E3 ag-2	-2	-10	-36	-49	-10	-100	-21	-8
CaV13 ICDI inh	·	-4	-4	-5	-5	·	2	-5
KKLEB tox	5	3	-1	4	1	-5	-7	8
Shn3 3UTR inh	-3	45	11	3	-73	-95	-6	-12
MITF TRPM1 inh	19	-1	-6	-13	-1	-44	2	-3
PDI turbidity	-4	-56	-9	-9	-2	-10	-2	-4
CF NFkB block	10	-7	-5	0	-1	-10	27	8
Vif inh	-3	1	3	-5	11	·	-6	-9

[9] COc1cc(C(=O)OCC(=O)Nc2ccc(S(=O)(=O)N3CCCC3)cc2)cc(OC)c1OC
[10] O=C(CN1CCN(c2ccc(O)cc2)CC1)Nc1ccc2c(c1)OCCCO2
[11] O=C(Nc1ccccc1F)C1CCN(S(=O)(=O)c2cccnc2)CC1
[12] COC(=O)c1cc(NC(=O)c2cc(-c3ccc(Cl)cc3)oc2C(F)(F)F)ccc1N1CCOCC1
[13] CCOC(=O)C1CCCN(C/C(O)=C(\C#N)c2nc(-c3ccc(Cl)cc3)cs2)C1 (configuration not stated)
[14] CCOC(=O)c1c(NC(=O)NC(C)(C)C)sc2c1CCN(C)C2
[15] Cc1ccc2oc(-c3cccc(NC(=O)c4ccc(Br)o4)c3C)nc2c1
[16] CC(C)(C)Nc1nc(Cl)nc(Nc2ccccc2)n1

Screen / compound no.	9	10	11	12	13	14	15	16
Peg3 promoter	8	6	7	15	12	14	-142	-312
NR2E3 ag-1	·	2	0	3	3	4	5	0
HIF-2a inh	8	-8	3	15	-13	3	-132	-256
NR2E3 ag-2	22	-3	-14	-44	13	-16	-196	-66
CaV13 ICDI inh	-15	-15	-14	-5	-8	-4	·	-2
KKLEB tox	0	4	15	11	-10	0	-6	-6
Shn3 3UTR inh	9	28	5	-8	14	50	-29	-59
MITF TRPM1 inh	3	5	7	1	5	6	-14	-80
PDI turbidity	-1	0	2	-6	2	-4	2	0
CF NFkB block	1	8	-6	-20	18	-8	-14	5
Vif inh	-10	-15	-1	3	0	10	6	-10

[17] COc1ccc(NC(=O)CN(C)C(=O)c2ccc(NS(=O)(=O)c3ccc4[nH]c(=O)[nH]c4c3)cc2)cc1
[18] CCc1nnc(SCc2ccc([N+](=O)[O-])cc2)nc1CC
[19] COc1ccc(C(=O)C[n+]2ccc(-c3nnc4n3CCC4)cc2)cc1
[20] Cc1ccccc1C(C(=O)NC1CCCCC1)N(C(=O)CNC(=O)c1ccco1)c1cccnc1 (configuration not stated)
[21] COc1ccc(S(=O)(=O)N2CCCCCC2)cc1C(=O)Nc1cc(C)ccn1
[22] COc1ccc(OC)c(S(=O)(=O)N2CCN(C34CC5CC(CC(C5)C3)C4)CC2)c1
[23] COc1cccc(NC(=O)c2cccc(C(=O)Nc3cccc(OC)c3)n2)c1
[24] COc1cccc(/C=N/Nc2ccccc2C(=O)O)c1O

Screen / compound no.	17	18	19	20	21	22	23	24
Peg3 promoter	-8	-7	-6	2	26	12	-6	-273
NR2E3 ag-1	0	-3	-4	5	3	1	2	-1
HIF-2a inh	9	-5	7	10	-37	18	3	-264
NR2E3 ag-2	-4	-15	-14	-4	1	-42	-29	-177
CaV13 ICDI inh	-5	-6	-2	-4	-6	-8	-2	-4
KKLEB tox	2	-3	7	-2	-13	3	5	12
Shn3 3UTR inh	0	0	7	-4	-14	21	-3	-28
MITF TRPM1 inh	-4	-6	-17	8	3	-10	5	-15
PDI turbidity	-3	-3	-1	-6	-2	-5	-5	1
CF NFkB block	14	-12	9	12	5	-16	4	-22
Vif inh	5	4	3	-4	16	25	-1	-1

Given as a markdown table: entries from further up.
| No. | Compound | Peg3 promoter | NR2E3 ag-1 | HIF-2a inh | NR2E3 ag-2 | CaV13 ICDI inh | KKLEB tox | Shn3 3UTR inh | MITF TRPM1 inh | PDI turbidity | CF NFkB block | Vif inh |
| --- | --- | --- | --- | --- | --- | --- | --- | --- | --- | --- | --- | --- |
| 1 | CC(=O)c1cccc(NC(=O)C2CCCN(S(=O)(=O)c3ccc(F)cc3)C2)c1 (configuration not stated) | 16 | 5 | 36 | -2 | · | 5 | -3 | 19 | -4 | 10 | -3 |
| 2 | Cc1ccc2c(c1)N(CCCC(=O)NCC1COc3ccccc3O1)C(=O)CO2 (configuration not stated) | -7 | -1 | -10 | -10 | -4 | 3 | 45 | -1 | -56 | -7 | 1 |
| 3 | CC(C)c1ccc(/C=C2\CC/C(=C\C=N\N(C)C)C2=O)cc1 | -132 | -2 | 24 | -36 | -4 | -1 | 11 | -6 | -9 | -5 | 3 |
| 4 | Cc1cccc(-c2nnc(SCC(=O)NC3CCCC3)o2)c1 | -61 | · | -28 | -49 | -5 | 4 | 3 | -13 | -9 | 0 | -5 |
| 5 | CCOC(=O)C1CCCN(Cc2cc(Br)ccc2OC)C1 (configuration not stated) | 9 | -1 | 15 | -10 | -5 | 1 | -73 | -1 | -2 | -1 | 11 |
| 6 | O=C(NCCc1ccc(Cl)cc1)c1ccc2c(c1)OCO2 | -384 | 3 | -216 | -100 | · | -5 | -95 | -44 | -10 | -10 | · |
| 7 | COc1ccc(-c2cnc(N)nc2-c2ccc(OCc3ccccc3)cc2O)cc1 | 0 | 1 | 10 | -21 | 2 | -7 | -6 | 2 | -2 | 27 | -6 |

Later entries
[25] O=C1CCC(Cc2ccccc2)N1 (configuration not stated)
[26] CC1CC(C)CN(C(=O)COC(=O)c2ccc(N3CCCC3=O)cc2)C1 (configuration not stated)
[27] CC1CCCCN1C(=O)c1ccc(C(=O)N2CCCCC2C)cc1 (configuration not stated)
[28] CCOc1cccc2cc(C(=O)NCc3ccc(F)cc3)c(=N)oc12
[29] CCCc1cc(C(=O)NCC(C)C)no1
[30] Cc1cccc(NC(=O)c2ccc(CN3CCc4ccccc4C3)cc2)c1C
[31] CC1CCCN(CCSc2ccc(Cl)cc2)C1 (configuration not stated)
[32] CC(=O)c1ccc(NS(=O)(=O)c2ccc(C)cc2)cc1

Screen / compound no.	25	26	27	28	29	30	31	32
Peg3 promoter	1	0	15	16	-62	21	-26	11
NR2E3 ag-1	1	·	1	2	0	2	-2	4
HIF-2a inh	-3	21	-14	6	-29	-3	-41	3
NR2E3 ag-2	-8	12	-2	-11	-39	-3	-23	8
CaV13 ICDI inh	·	-5	-11	·	-6	-15	5	-3
KKLEB tox	4	-12	-5	-11	10	-8	4	-1
Shn3 3UTR inh	-28	12	7	1	-33	4	4	1
MITF TRPM1 inh	5	-4	0	-3	·	-5	-5	-10
PDI turbidity	-4	-5	3	3	·	-8	2	-4
CF NFkB block	11	12	-17	21	-18	7	6	-10
Vif inh	6	0	2	14	3	4	-10	-3

[33] NC(=O)c1ccccc1NCC(=O)c1ccc(Cl)cc1
[34] CCOC(=O)CSc1cc(C)nc(N)n1
[35] COc1cc([N+](=O)[O-])ccc1NC(=O)CCN1C(=O)C2C3CCC(C3)C2C1=O (configuration not stated)
[36] COc1ccc(N2CCN(CCNC(=O)CCCn3c(=O)[nH]c4cc(Cl)ccc4c3=O)CC2)cc1
[37] O=c1oc(-c2ccccc2NS(=O)(=O)c2ccc(F)cc2)nc2ccccc12
[38] COc1cccc(NC(=O)CN(C)C(=O)c2ccc3c(c2)C(=O)N(CCC(C)C)C3=O)c1
[39] COCCN(C(=O)CNC(=O)c1cccs1)C(C(=O)NC1CCCCC1)c1ccco1 (configuration not stated)
[40] CCOc1ccc(CNCCCSc2ncccn2)cc1

Screen / compound no.	33	34	35	36	37	38	39	40
Peg3 promoter	10	-6	-9	8	14	-4	3	-5
NR2E3 ag-1	-1	-3	-1	0	5	0	-1	-2
HIF-2a inh	3	20	16	4	22	-2	11	5
NR2E3 ag-2	-57	0	-32	13	30	4	-4	18
CaV13 ICDI inh	-5	-4	-4	·	-5	-16	-4	-2
KKLEB tox	-11	1	-17	2	-2	3	11	-6
Shn3 3UTR inh	6	-23	-18	-2	-1	2	0	4
MITF TRPM1 inh	9	-10	10	11	-1	11	8	8
PDI turbidity	-26	-2	-3	4	4	-9	2	-5
CF NFkB block	11	-11	-1	-8	5	-1	3	-17
Vif inh	7	4	10	0	-22	5	-18	3

[41] CC(C)[C@H](NC(=O)c1ccco1)C(=O)OCC(=O)Nc1cccc(F)c1
[42] COc1ccc(C(NC(C)=O)c2ccc3cccnc3c2O)c(OC)c1 (configuration not stated)
[43] Cc1cc(NS(=O)(=O)c2ccc(NC(=O)CCCC(=O)O)cc2)nc(C)n1
[44] CCCC1(C(=O)O)NC(c2ccccc2O)C2C(=O)N(c3cccc(Cl)c3)C(=O)C21 (configuration not stated)
[45] CC(C)CCNC(=O)CNC(=O)c1cccs1
[46] COc1ccc(C(C)C)cc1S(=O)(=O)Nc1cccnc1
[47] COc1ccccc1CN(Cc1cc2c(C)ccc(C)c2[nH]c1=O)Cc1nnnn1Cc1ccco1
[48] NC(=O)c1ccsc1NC(=O)CN1C(=O)NC2(CCCC2)C1=O

Screen / compound no.	41	42	43	44	45	46	47	48
Peg3 promoter	-2	61*	9	-1	-22	0	33	13
NR2E3 ag-1	0	-2	-3	0	1	·	-3	·
HIF-2a inh	9	14	7	6	-18	-1	19	-3
NR2E3 ag-2	-8	-42	-13	-18	-20	-20	-19	-17
CaV13 ICDI inh	7	·	·	-6	·	-12	-6	-9
KKLEB tox	2	0	-8	-8	9	-14	2	-6
Shn3 3UTR inh	14	90*	-84	-1	-20	-17	33	-15
MITF TRPM1 inh	12	63*	5	-1	-10	·	4	2
PDI turbidity	4	9	17	-3	-3	3	8	0
CF NFkB block	7	10	-8	10	3	30	0	16
Vif inh	1	1	7	10	-11	·	-4	-1

Compound activity: PubChem, several laboratories
